# Screens (PubChem)
# GLD-1 TGE inh: GLD-1-TGE RNA interaction inhibition (C. elegans); 320,000 tested, 0.44% active; inhibition, % at 5.96 µM; purified GLD-1 + fluorescein TGE RNA, fluorescence polarization; Q17339; AID 2280;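 active means percent inhibition above a per-plate cutoff, the plate mean of test compounds plus 3 SD, cut at about 30% in these data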;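 further: 0% = DMSO wells with GLD-1 and probe and 100% = wells lacking GLD-1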
# MCL1 BIM primary: MCL1-BIM-BH3 interaction inhibition (human); Q07820; GST-MCL1 / FITC-Bim-BH3 fluorescence polarization; inhibition, % at 10.9 µM; 320,000 tested, 0.68% active;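 active means inhibition above the mean inhibition of all tested compounds plus 3 SD, set per campaign, cut at about 40% in these data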;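 further: 0% = DMSO wells and 100% = unlabeled Bim-BH3 peptide control; higher means more loss of mP so more displacement of Bim peptide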
# Bcl-xL primary: blocks human Bcl-xL binding to Bim BH3 peptide | Q07817 | GST-Bcl-xL / FITC-Bim BH3 peptide fluorescence polarization | inhibition, % at 10.9 µM | 320,000 tested, 0.7% active;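 active means inhibition above the mean of all tested compounds plus 3 SD, cutoff set per campaign, cut at about 30% in these data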;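 further: 0% = DMSO wells and 100% = unlabeled Bim-BH3 peptide competitor; inhibitors lower millipolarization by displacing the labeled peptide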
# Target sequence (Q07817 whole entry, looked up): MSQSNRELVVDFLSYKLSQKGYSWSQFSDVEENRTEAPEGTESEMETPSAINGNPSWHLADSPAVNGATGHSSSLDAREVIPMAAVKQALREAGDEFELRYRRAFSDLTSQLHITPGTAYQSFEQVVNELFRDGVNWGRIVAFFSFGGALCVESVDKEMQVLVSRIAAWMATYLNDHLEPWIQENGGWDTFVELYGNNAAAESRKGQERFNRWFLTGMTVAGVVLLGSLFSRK
# AHR act: activators of human aryl hydrocarbon receptor | P35869 | AHR-responsive luciferase reporter cells, luminescence | activation, % at 5 µM | 320,000 tested, 2.5% active | AID 2796; in the data active means activation above about 47%;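 further: 0% = vehicle wells and 100% = reference agonist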
# MEX-5 binding: C. elegans MEX-5 TCR-2 RNA binding activity | AID 1832 | activity score (negative = inhibition of binding), % at 10 µM | 300,000 tested, 0.38% active | MEX-5/FITC-TCR2 RNA binding, fluorescence polarization; stronger effect = lower value;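 active means inhibition past about -25% in most replicates, and total fluorescence under double the plate's negative control median, limit read from the data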;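 further: 0% = DMSO and -100% = 5 µM competing unlabeled TCR2 RNA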
# Target sequence (Q9XUB2 whole entry, looked up): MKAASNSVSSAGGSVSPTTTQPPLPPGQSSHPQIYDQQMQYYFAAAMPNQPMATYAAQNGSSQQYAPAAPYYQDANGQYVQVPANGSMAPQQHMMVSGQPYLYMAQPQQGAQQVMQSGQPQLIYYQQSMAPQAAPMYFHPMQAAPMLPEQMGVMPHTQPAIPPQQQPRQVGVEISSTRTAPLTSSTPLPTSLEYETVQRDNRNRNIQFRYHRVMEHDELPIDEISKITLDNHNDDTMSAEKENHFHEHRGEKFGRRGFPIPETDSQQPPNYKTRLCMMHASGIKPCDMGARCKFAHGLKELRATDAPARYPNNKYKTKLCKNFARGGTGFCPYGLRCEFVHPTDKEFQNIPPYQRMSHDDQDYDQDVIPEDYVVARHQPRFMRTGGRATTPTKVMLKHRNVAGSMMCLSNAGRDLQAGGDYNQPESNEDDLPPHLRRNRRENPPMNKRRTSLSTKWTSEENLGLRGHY
# PAFAH1B2 FP inh: blocks human PAF acetylhydrolase 1b catalytic subunit 2. inhibition, % at 3.39 µM. P68402. recombinant PAFAH1B2, FP-rhodamine activity probe, fluorescence polarization. AID 492953. 340,000 tested, 1.2% active;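 active means inhibition above the mean of all tested compounds plus 3 SD, cut at about 24% in these data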;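 further: 0% = enzyme with DMSO and 100% = wells lacking PAFAH1B2; many of its hits are not listed in these tables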
# Target sequence (P68402 whole entry, looked up): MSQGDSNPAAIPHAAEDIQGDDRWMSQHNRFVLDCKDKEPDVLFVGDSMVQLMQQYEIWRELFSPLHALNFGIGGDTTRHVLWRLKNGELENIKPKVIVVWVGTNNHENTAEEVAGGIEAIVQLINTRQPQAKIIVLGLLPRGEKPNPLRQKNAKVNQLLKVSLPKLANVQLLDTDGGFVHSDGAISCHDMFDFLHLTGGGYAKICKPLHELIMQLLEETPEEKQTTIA
# Fam108B inh: blocks mouse Fam108B hydrolase in RBBP9 counter-screen | recombinant Fam108B, FP-Rh probe fluorescence polarization | inhibition, % at 9.51 µM | 300,000 tested, 0.33% active | AID 1947;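 active means inhibition above the screen mean inhibition plus 3 SD, computed separately per campaign, cut at about 18% in these data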;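 further: inhibitors lower polarization as less probe binds the enzyme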
# pPAFAH FP inh: inhibitors of human plasma PAF acetylhydrolase (pPAFAH); Q13093; recombinant pPAFAH, FP-rhodamine probe fluorescence polarization; inhibition, % at 3.39 µM; 330,000 tested, 1.5% active;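 active means inhibition above the mean inhibition across the screen plus 3 SD, cut at about 25% in these data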;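 further: inhibitors block binding of the rhodamine activity-based probe so polarization drops; 0% = enzyme with DMSO and 100% = wells lacking pPAFAH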
# PME-1 inh: PME-1 (human) inhibition; Q9Y570; recombinant PME-1, FP-Rh probe fluorescence polarization; inhibition, % at 5.9 µM; 320,000 tested, 0.53% active;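 active means inhibition above the campaign mean of all compounds plus 3 SD, cut at about 26% in these data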;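 further: competitive labeling of PME-1 active site by serine hydrolase directed probe; 0% = PME-1 with DMSO and 100% = wells lacking PME-1 enzyme; inhibitors block probe labeling so polarization falls and inhibition rises; many of its hits are not listed in these tables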
# * hit, by the source's call; / = no result given.
SMILES,GLD-1 TGE inh,MCL1 BIM primary,Bcl-xL primary,AHR act,MEX-5 binding,PAFAH1B2 FP inh,Fam108B inh,pPAFAH FP inh,PME-1 inh
O=C(NCc1ccc(F)cc1)C1CCN(S(=O)(=O)N2CCCCC2)CC1,4,5,4,-3,1.8,3,5,3,3
CCC1CCCCN1Cc1nc(Cc2ccccc2Cl)no1 (configuration not stated),3,8,5,5,-0.2,0,2,4,3
CN(C)CCN1C(=O)NC(C)(c2ccc([N+](=O)[O-])cc2)C1=O (configuration not stated),1,4,1,1,-0.5,6,-2,-1,2
Cn1c(N)c(C(=O)COC(=O)c2ccc(Cl)nc2)c(=O)n(C)c1=O,-2,7,5,1,0.1,2,-1,4,0
CC(C)(C)C(=O)/C=c1\[nH]c(=O)/c(=C\c2ccc(F)cc2)s1,1,-4,0,32,-7.2,11,-3,9,-2
O=C(Nc1ccc2c(c1)CCC2)c1ccccc1Br,3,-1,-4,1,2.8,6,-4,-3,-4
Cc1cccc(C(=O)Nc2cccc(OCC(=O)O)c2)c1,4,0,7,-2,1.3,-3,3,1,-6
Cc1ccc(-c2cc(C(=O)N(C)Cc3cnn(C)c3C)c3cc(Br)ccc3n2)cc1,5,5,3,42,-1.4,0,4,8,7
COc1ccc(CN(C(=O)c2ccco2)c2ccc(Br)cc2)cc1OC,-2,2,3,4,-0.2,8,0,4,-3
CCn1cc(C(=O)Nc2ccccc2C(=O)OC)cn1,5,4,3,-1,2.5,/,2,-7,-8
C=CCNC(=S)Nc1ccc2nc(C)oc2c1,3,12,1,-2,0.5,-1,-3,-1,-7
Cc1ccc(NC(=O)c2ccccn2)c(Br)c1,10,-2,4,-4,0.8,6,1,11,-8
O=C(COC(=O)C1CCC(=O)N1)Nc1ccc(Cl)cc1Cl (configuration not stated),-6,-3,3,3,-5.8,-1,-3,4,1
CCOc1ccccc1C1CC(c2ccc(Br)cc2)Nc2nc(N)nn21 (configuration not stated),2,9,2,8,-4.1,-1,-1,-8,3
COc1ccc(NC(=O)C2CCCN2S(=O)(=O)c2cccc3cccnc23)cc1OC (configuration not stated),-6,3,7,3,0.3,0,2,0,1
CCn1c(Cc2cccs2)nnc1SCC(=O)NC1CC1,-1,5,2,0,-0.8,1,2,2,1
Cc1ccc(OC(=O)N2CCOCC2)cc1,0,5,-1,-3,0.9,3,0,-8,-8
Cc1ccc(NC(=O)NCCCN2CCCC2=O)cc1C,-1,7,7,11,2.3,0,-2,0,0
CCOC(=O)Cc1csc(NS(=O)(=O)c2cccc([N+](=O)[O-])c2)n1,3,4,5,-2,0.0,5,6,6,3
Cc1ccccc1N/N=C/c1ccc(C#N)cc1,5,-10,4,-6,-0.6,4,8,4,2
COc1cccc(NC(=O)CNC(=O)Cn2cnc3sc4c(c3c2=O)CCCC4)c1,9,2,0,5,1.3,-1,4,14,3
COc1ccc(/C=N/NC(=O)c2cccc(NC(C)=O)c2)c(OC)c1,-5,8,2,15,-1.7,1,-8,0,-4
Cc1cc(C(=O)CSc2nc3ccc(Cl)cc3[nH]2)c(C)n1Cc1ccco1,-1,-5,-8,39,1.0,-3,0,-4,-10
CCOC(=O)CN(C(=O)CNC(=O)c1ccco1)C(C(=O)NC1CCCC1)c1ccccc1OCC (configuration not stated),14,4,2,1,1.0,-2,1,6,-5
COc1ccccc1NC(=S)NC(=O)Cc1ccc(Cl)cc1,2,8,4,9,0.6,7,3,-1,0
C/C(=N/NC(=O)CSc1nc2ccccc2n1C)c1ccc(O)cc1,3,1,1,6,0.6,2,-3,3,4
COC(=O)c1cc(-c2ccc(OC)c(OC)c2)c2c(=O)[nH]c(=O)n(C)c2n1,2,2,1,13,-2.2,0,-2,0,-3
Cc1ccc(C(=O)Nc2cccc(NC(=O)c3cccnc3)c2)cc1,0,3,4,-3,2.5,3,0,3,3
Cc1ccc(CN2C(=O)CCC2C(=O)NC(C)C)cc1 (configuration not stated),2,6,9,1,2.8,4,-2,1,-2
CCOC(=O)CSc1nc2cc(C(=O)N3CCCC3)ccc2c(=O)n1Cc1ccccc1,-5,13,9,-2,0.8,-3,2,14,1
CC(=O)Nc1ccc(/C=N/OCC(=O)Nc2ccc(C)cc2)cc1,3,4,10,6,0.5,-4,5,2,0
CCOCCCN1CC(C(=O)NCCc2ccc(C)cc2)CC1=O (configuration not stated),2,-4,-1,0,-0.7,1,1,-7,-13
Cc1cc(O)c(C2(O)C(=O)Nc3cc(Br)ccc32)cc1C (configuration not stated),-2,7,4,3,1.4,0,-8,4,0
Cc1ccccc1C(=O)Oc1ccc(Sc2ccc(O)cc2)cc1,1,1,4,-1,-1.4,/,2,2,-10
Cc1cccc(C(OC(=O)c2ccco2)C(=O)NCc2ccccc2)n1 (configuration not stated),11,2,4,-2,0.6,6,1,0,-5
N#Cc1ccccc1OCC(=O)N1CCc2ccccc2C1,1,-1,4,-2,1.8,8,3,6,-2
CCN(CC(=O)NCc1cccs1)C(=O)c1ccccc1Cl,4,4,1,5,-1.2,4,5,1,6
CCCc1cc(=O)oc2cc(OCC(=O)NCCc3c[nH]c4ccccc34)ccc12,0,-4,3,25,0.7,6,-4,1,-13
COc1ccc(/C=N/N2CCOCC2)cc1O,0,-2,-4,2,3.1,5,0,1,-2
CCCCOc1ccc(/C(N)=N/O)cc1,1,3,2,3,-2.9,3,-3,2,-1
CCN(C(=O)COC(=O)c1ccccc1NC(=O)c1ccco1)C1CCS(=O)(=O)C1 (configuration not stated),-4,-5,2,0,-1.2,0,2,6,6
COc1cc(/C=C(\C#N)C(N)=O)ccc1OS(=O)(=O)c1ccc(C)cc1,-7,3,1,1,-2.5,18,3,3,7
Cc1cc(Cn2nc(-c3ccccc3)cc2C(=O)NCc2cccc(Br)c2)on1,8,5,5,4,0.2,-11,-25,-19,-62
CCN1CCN(CCC(=O)Nc2ccc3c(c2)OCO3)CC1,2,1,2,2,-1.7,-3,-1,-1,-2
Cc1ccc(NC(=S)Nc2ccc3nc(-c4ccccn4)c(-c4ccccn4)nc3c2)cc1C,103*,151*,122*,3,/,1,7,9,8
Cc1ccccc1C1CC(c2ccc(F)cc2)Nc2nc(N)nn21 (configuration not stated),1,2,3,0,-0.7,-4,2,8,1
CCC(C)NC(=S)N(Cc1cc2cc(C)ccc2n2nnnc12)CC(C)(C)NC(C)C (configuration not stated),-8,9,-2,0,1.0,-8,10,-1,3
CCOC(=O)c1c(C)n(C)c2ccc(OCC(O)CN3C(=O)c4ccccc4S3(=O)=O)cc12 (configuration not stated),3,3,2,18,-2.7,1,-3,4,-2
CCOC(=O)C1CCCN(C(=O)CN2C(=O)COc3ccc(C(C)(C)C)cc32)C1 (configuration not stated),3,-3,0,0,2.7,3,0,-3,-7
CCN(CC)CCNc1ncnc2c1sc1nc(N3CCCC3)c3c(c12)CC(C)(C)OC3,-5,-1,-8,2,1.8,1,2,-3,-2
CC(C)(C)N(Cc1cc2ccccc2[nH]c1=O)C(=O)c1cccnc1,4,4,8,3,-0.3,5,-1,3,1
CC1Oc2ccccc2C=C1/C=N/NC(=O)c1ccccc1 (configuration not stated),8,-4,1,3,0.7,3,0,0,0
COc1ccccc1CN1CC(C(=O)NC2CCOCC2)CCC1=O (configuration not stated),6,-1,0,0,-0.7,-2,3,3,10
Cc1ccc(OCC(=O)N(Cc2ccccc2)C(C)(C)C)c([N+](=O)[O-])n1,6,-6,6,1,6.7,4,-1,5,7
CC(=O)Nc1ccc(NC(=O)Nc2ccc(C)c(C)c2)cc1,5,-6,6,-2,1.5,0,3,3,-7
COc1cccc(C(=O)NCCS(=O)(=O)NCc2ccco2)c1,-3,8,4,2,-1.7,5,1,0,-4
O=C(Nc1ccc(NC(=O)c2cc3ccccc3o2)cc1)c1ccc2c(c1)OCCO2,-5,-8,-1,-11,2.1,-4,-28,4,3
O=C(CSc1nnc(CNC(=O)c2cccs2)o1)NCc1ccc(F)cc1,0,-2,-1,1,0.7,0,1,3,-1
COC1=C(Nc2ccc(O)cc2)C(=O)c2ccccc2C1=O,6,5,4,40,-6.3,6,6,11,12
CCc1nn(C)c(-c2n[nH]c(=S)n2N)c1Cl,4,-13,-21,1,1.2,-1,0,4,3

# Another view of some results above:
mol | GLD-1 TGE inh | MCL1 BIM primary | Bcl-xL primary | AHR act | MEX-5 binding | PAFAH1B2 FP inh | Fam108B inh | pPAFAH FP inh | PME-1 inh
COC1=C(Nc2ccc(O)cc2)C(=O)c2ccccc2C1=O | 6 | 5 | 4 | 40 | -6.3 | 6 | 6 | 11 | 12
CCc1nn(C)c(-c2n[nH]c(=S)n2N)c1Cl | 4 | -13 | -21 | 1 | 1.2 | -1 | 0 | 4 | 3

# Compounds from the list above containing an aryl methoxy group (10):
SMILES,GLD-1 TGE inh,MCL1 BIM primary,Bcl-xL primary,AHR act,MEX-5 binding,PAFAH1B2 FP inh,Fam108B inh,pPAFAH FP inh,PME-1 inh
COc1ccc(CN(C(=O)c2ccco2)c2ccc(Br)cc2)cc1OC,-2,2,3,4,-0.2,8,0,4,-3
COc1ccc(NC(=O)C2CCCN2S(=O)(=O)c2cccc3cccnc23)cc1OC (configuration not stated),-6,3,7,3,0.3,0,2,0,1
COc1cccc(NC(=O)CNC(=O)Cn2cnc3sc4c(c3c2=O)CCCC4)c1,9,2,0,5,1.3,-1,4,14,3
COc1ccc(/C=N/NC(=O)c2cccc(NC(C)=O)c2)c(OC)c1,-5,8,2,15,-1.7,1,-8,0,-4
COc1ccccc1NC(=S)NC(=O)Cc1ccc(Cl)cc1,2,8,4,9,0.6,7,3,-1,0
COC(=O)c1cc(-c2ccc(OC)c(OC)c2)c2c(=O)[nH]c(=O)n(C)c2n1,2,2,1,13,-2.2,0,-2,0,-3
COc1ccc(/C=N/N2CCOCC2)cc1O,0,-2,-4,2,3.1,5,0,1,-2
COc1cc(/C=C(\C#N)C(N)=O)ccc1OS(=O)(=O)c1ccc(C)cc1,-7,3,1,1,-2.5,18,3,3,7
COc1ccccc1CN1CC(C(=O)NC2CCOCC2)CCC1=O (configuration not stated),6,-1,0,0,-0.7,-2,3,3,10
COc1cccc(C(=O)NCCS(=O)(=O)NCc2ccco2)c1,-3,8,4,2,-1.7,5,1,0,-4

# This is a subset; count on the stated rates, not on these rows.
